From PubChem BioAssay
PI5P4Ka inh: inhibitors of human PI5P4K alpha. PI5P4Kalpha enzyme, ADP-Glo luminescence, 60 min; active compounds read low. 330,000 tested, 1.2% active. P48426. max response, %; active means max response of -50% or lower; inconclusive means between -30% and -50%; inactive means -30% or higher; further: value at the top dose of about 77 µM; on the % scale 0 is the no-effect control and ±100 the full control effect
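ADP-Glo luminescence end-point after a 60 min room-temperature kinase reaction. PI5P4Kalpha and substrate in HEPES pH 7.4 buffer with EGTA, 0.1% CHAPS and 5% DMSO; ATP at 5 microM final.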
EPAC1 antagonist: EPAC1 (human) antagonism; EPAC1 GEF assay, Rap1b-BODIPY-GDP exchange fluorescence; Potency, µM (titrated, usually from 115 µM), inactives show at the top dose activity change, negative = inhibition, most hits filed as inhibitors; 360,000 tested, 0.14% active; AID 720709;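 further: potency means the concentration at half of the fitted maximal effect; plate controls were vehicle for no effect and positive control for full effect; nearly all actives have a fitted effect of over 50% in size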
EPAC1 agonist: activates human EPAC1 exchange factor; O95398; EPAC1 agonist qHTS, biochemical assay; response scale: 100% = response to 6.5 mM cAMP; Potency, µM (titrated, usually from 154 µM), without a hit: top-dose activation, most hits filed as activators; 360,000 tested, 0.073% active; AID 720707; further: potency means the concentration at half of the fitted maximal effect; nearly all actives have a fitted effect of over 60% in size
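Normalized to 6.5 mM cAMP, activity reflects EPAC1-catalysed release of BODIPY-GDP from Rap1B, followed kinetically over 30 min at 480 nm excitation, 540 nm emission. Reaction contained 100 nM EPAC1, 250 nM Rap1B-BODIPY-GDP, 50 uM GDP.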
WRN helicase inh: WRN helicase (human) inhibition | Q14191 | WRN helicase unwinding, fluorescent forked duplex, kinetic | 360,000 tested, 0.46% active | Potency, µM (doses to about 114 µM), without a hit: top-dose activity change, negative = inhibition, hits mostly inhibitors; further: potency means the concentration at half of the fitted maximal effect; on the % scale 0 is the no-effect control and ±100 the full control effect; nearly all actives have a fitted effect of over 55% in size
Target sequence (Q14191 whole entry, looked up): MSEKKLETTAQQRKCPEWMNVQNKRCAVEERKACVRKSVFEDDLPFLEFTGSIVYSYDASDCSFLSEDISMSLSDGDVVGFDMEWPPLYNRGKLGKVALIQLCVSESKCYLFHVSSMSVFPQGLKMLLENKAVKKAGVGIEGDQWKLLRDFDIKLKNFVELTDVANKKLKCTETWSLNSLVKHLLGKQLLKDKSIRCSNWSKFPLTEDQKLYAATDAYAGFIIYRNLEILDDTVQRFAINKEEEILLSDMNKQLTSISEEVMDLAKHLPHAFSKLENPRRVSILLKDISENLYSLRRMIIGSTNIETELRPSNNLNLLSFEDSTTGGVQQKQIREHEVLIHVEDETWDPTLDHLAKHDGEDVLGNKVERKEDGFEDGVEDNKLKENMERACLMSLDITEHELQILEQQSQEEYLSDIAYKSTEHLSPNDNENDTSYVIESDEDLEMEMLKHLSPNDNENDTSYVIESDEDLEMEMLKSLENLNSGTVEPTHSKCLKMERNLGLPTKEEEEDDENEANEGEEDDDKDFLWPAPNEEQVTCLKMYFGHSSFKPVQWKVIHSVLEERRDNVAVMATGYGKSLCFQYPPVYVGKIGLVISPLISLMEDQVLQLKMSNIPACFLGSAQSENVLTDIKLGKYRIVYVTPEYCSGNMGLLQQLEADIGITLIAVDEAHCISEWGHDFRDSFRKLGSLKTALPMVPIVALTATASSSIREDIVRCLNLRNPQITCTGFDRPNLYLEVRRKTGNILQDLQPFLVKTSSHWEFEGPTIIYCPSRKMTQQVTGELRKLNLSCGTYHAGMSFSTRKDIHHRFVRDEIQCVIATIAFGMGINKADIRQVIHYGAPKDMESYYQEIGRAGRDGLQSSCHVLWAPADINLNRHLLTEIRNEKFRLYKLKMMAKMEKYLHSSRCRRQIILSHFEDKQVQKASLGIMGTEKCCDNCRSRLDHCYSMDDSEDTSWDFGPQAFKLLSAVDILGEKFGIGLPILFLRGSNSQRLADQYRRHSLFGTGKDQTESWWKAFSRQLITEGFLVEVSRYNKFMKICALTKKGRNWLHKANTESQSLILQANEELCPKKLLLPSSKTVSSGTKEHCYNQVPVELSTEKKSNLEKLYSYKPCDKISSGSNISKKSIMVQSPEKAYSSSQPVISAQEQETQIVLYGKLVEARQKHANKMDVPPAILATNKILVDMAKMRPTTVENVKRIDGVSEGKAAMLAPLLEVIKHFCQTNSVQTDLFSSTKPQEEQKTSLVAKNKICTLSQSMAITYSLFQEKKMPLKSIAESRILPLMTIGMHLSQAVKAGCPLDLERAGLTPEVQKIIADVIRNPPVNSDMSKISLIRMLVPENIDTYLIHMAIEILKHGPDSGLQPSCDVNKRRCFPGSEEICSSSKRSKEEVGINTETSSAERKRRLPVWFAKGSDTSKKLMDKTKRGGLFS
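Fluorescence dequenching readout, ex 525 nm/em 598 nm, kinetic mode: forked duplex DNA (100 nM final) with adjacent fluorophore and quencher unwound by WRN (20 nM final) with 2 mM ATP. Compound preincubation 15 min, room temperature.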
IL-2 act: activates IL-2 in a cell-based reporter assay; activation, % (series mostly up to about 46 µM); AID 652025; 360,000 tested, 0.065% active; IL-2 activation reporter assay, cell-based qHTS; stimulated with anti-CD3/CD4/CD28 beads; in transgenic mouse T cells; in the data active means activation above about 50%; inconclusive means mostly about 30% to 49%; further: 0% is about no effect
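Using fluorescent plate cytometry, EGFP and DsRed are detected in transgenic mouse T cells stimulated 18 h at 37 degrees C with antibody-coated beads after 60 min compound pretreatment.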
PLK1 PBD inh: blocks phosphopeptide binding to human PLK1 polo-box domain | P53350 | Potency, µM, for inactives: max response, negative = inhibition, actives largely listed as inhibitors | Plk1 PBD binding of FITC phosphopeptide, fluorescence polarization | 360,000 tested, 2.8% active; further: potency means the concentration at half of the fitted maximal effect; series mostly up to about 57 µM; on the % scale 0 is the no-effect control and ±100 the full control effect; nearly all actives have a fitted effect of over 65% in size
EPAC2 agonist: EPAC2 (human) agonism; Q8WZA2; EPAC2 activation, biochemical qHTS; response scale: 100% = 6.5 mM cAMP response; 360,000 tested, 0.079% active; AID 720711; Potency, µM (series often up to 154 µM), without a hit: top-dose activation, hits mostly activators; further: potency means the concentration at half of the fitted maximal effect; nearly all actives have a fitted effect of over 50% in size
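Compounds were titrated in qHTS against a Rap1B-BODIPY-GDP (250 nM) complex with EPAC2 (100 nM) and GDP (50 uM). BODIPY-GDP release tracked at 480/540 nm over 30 min at room temperature, normalized to 6.5 mM cAMP.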
CCT chaperon mod: modulators of cytosolic chaperonin (CCT/TRiC) activity; purified chaperonin ATPase assay, HTRF ADP detection, 30 min; activity change, % (no concentration beside the values), hits read low; 360,000 tested, 0.3% active; AID 651819; in the data active means activity change below about -30%; further: on the % scale 0 is the no-effect control and ±100 the full control effect
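Enzyme 40 or 20 nM (batch-dependent) in Tris pH 7.4/KCl/MgCl2/DTT; cpd 76 uM single point; ATP 10 uM; 30 min 37 °C; Transcreener ADP HTRF detection, 30 min RT; ratio 665/615.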
An asterisk follows results filed as active; ? = inconclusive; · = no result given; [ ] = remark or other dose. Unless noted, the call rests on the fitted dose curve; in most records, active means well fitted curve in the direction sought with a large enough effect; inconclusive means small, poorly fitted or top-dose-only effect, or another doubt; inactive means no such curve, though single readings can be large; an effect the other way counts as inactive or inconclusive. Some of the compounds tested, so the mix of outcomes need not match the whole.

structure	EPAC1 agonist	CCT chaperon mod	PLK1 PBD inh	EPAC1 antagonist	IL-2 act	PI5P4Ka inh	EPAC2 agonist	WRN helicase inh
O=C(CCC(=O)N(c1ccc(F)cc1)C(C(=O)NC1CCCC1)c1ccncc1)Nc1cccnc1 (configuration not stated)	-11%	-9.3	2%	11%	2.0	·	-2%	1%
CN(CC(=O)Nc1ncn[nH]1)S(=O)(=O)c1ccc(Cl)cc1	-5%	1.0	1%	-12%	1.3	5	-4%	6%
Cn1nc(-c2ccc(Cl)cc2)c2cc(C(=O)N3CCN(C(=O)c4ccco4)CC3)sc21	7%	-0.3	-28%	-5%	-1.9	-2	8%	0%
CSc1ccc(Cl)c(C(=O)NCCCn2ccnc2)c1	-6%	1.7	-10%	17%	-0.1	-1	-2%	4%
O=C(c1cc(S(=O)(=O)Nc2ccccc2F)c(Cl)cc1Cl)N1CCN(CCO)CC1	2%	-1.2	-13%	-13%	-0.7	4	5%	-8%
CCn1c2ccccc2c2cc(NC(=O)COC(=O)Cc3cn4ccsc4n3)ccc21	18%	-4.8	-11%	-17%	-0.4	-10	19%	-14%
Cc1ccc(CNC(=O)C2CC3Cn4c(nc5cc6ccccc6cc54)C3N2C)o1 (configuration not stated)	-19%	-2.4	-6%	9%	0.4	1	5%	-2%
COc1cc(C(=O)O)ccc1OC(C)=O	6%	-4.2	?	1%	-1.4	·	13%	-26%
COc1ccc(C2Nc3ccccc3C(=O)N2c2ccc(C)cc2)cc1COc1ccccn1 (configuration not stated)	9%	-2.7	-8%	6%	-0.2	-10	-1%	-33%[57.1 µM]
O=C(C[C@H]1C=C[C@@H](NS(=O)(=O)c2ccccc2)[C@@H](CO)O1)NCc1ccc(Cl)c(Cl)c1	0%	·	2%	4%	0.3	-2	2%	-8%
CCN(C(=O)CSc1nnc(-c2ccco2)n1Cc1ccccc1)C1CCS(=O)(=O)C1 (configuration not stated)	-6%	1.5	-11%	-20%	0.4	2	2%	-28%
Nc1ncnc2c1ncn2[C@@H]1O[C@H](C(=O)N2CCN(c3ccc(Cl)cn3)CC2)[C@@H](O)[C@H]1O	2%	-2.5	-13%	-27%	-0.9	2	7%	-2%
CCCn1c(=N)n(CC(=O)OCC)c2ccccc21	-4%	-2.7	2%	8%	1.4	1	-11%	-9%[57.1 µM]
COc1ccc(CCN2CC(C(=O)NCc3cc(C(C)C)no3)CCC2=O)cc1 (configuration not stated)	-9%	1.2	2%	-9%	-1.8	-4	-2%	7%
COc1ccc(C)cc1NS(=O)(=O)c1ccc2c(c1)CCN2C(C)=O	16%	0.4	-1%	14%	-1.6	9	3%	-7%
CC(C)[C@H](NS(=O)(=O)c1ccccc1)C(=O)OCC(=O)Nc1ccccc1Sc1ccccc1	22%	0.6	-15%	-24%	0.4	12	11%	-15%
Cc1ccnc(SCCn2c(N(C)Cc3ccccc3)nc3c2c(=O)n(C)c(=O)n3C)n1	8%	0.3	1%	6%	-2.5	-1	14%	0%
COc1ccc(C(=O)NC(NC(=O)c2ccc(OC)cc2)c2ccccc2F)cc1	10%	-1.1	-22%	7%	2.6	3	13%	1%
CCN(CC)S(=O)(=O)c1cccc(C(=O)N[C@H](C(=O)NCc2ccccc2F)C(C)C)c1	8%	1.3	-2%	-8%	-2.0	·	3%	-9%
Cc1cc2cc(CCNS(C)(=O)=O)c(=O)[nH]c2cc1C	4%	-2.7	-1%	3%	0.7	-17	3%	1%
Cc1cccc(CN2CCN(C3CN(CCc4ccccc4)S(=O)(=O)C3)CC2)c1 (configuration not stated)	-7%	1.2	4%	-4%	-1.0	10	-15%	2%
COc1ccccc1NC(=O)c1ccc(NC(=O)CN2CCN(C(=O)c3ccco3)CC2)cc1	14%	-1.2	-2%	-1%	0.3	-1	8%	10%
CCC(=O)N1CCc2cc(S(=O)(=O)NC(C(=O)NC3CCCc4ccccc43)C(C)C)ccc21 (configuration not stated)	-11%	0.4	-4%	-16%	-0.9	2	-6%	-20%[57.1 µM]
COc1cc(C=O)ccc1OCCOCCOc1cc(C)ccc1Cl	15%	-2.1	-15%	-10%	2.3	-6	7%	?
CC(C)NCC(O)c1ccc(NS(C)(=O)=O)cc1 (configuration not stated)	-10%	0.4	-5%	-7%	0.3	0	-5%	-2%

Sorted by SMILES length (rising): part of the list above
structure	EPAC1 agonist	CCT chaperon mod	PLK1 PBD inh	EPAC1 antagonist	IL-2 act	PI5P4Ka inh	EPAC2 agonist	WRN helicase inh
COc1cc(C(=O)O)ccc1OC(C)=O	6%	-4.2	?	1%	-1.4	·	13%	-26%
Cn1nc(-c2ccc(Cl)cc2)c2cc(C(=O)N3CCN(C(=O)c4ccco4)CC3)sc21	7%	-0.3	-28%	-5%	-1.9	-2	8%	0%
CC(C)[C@H](NS(=O)(=O)c1ccccc1)C(=O)OCC(=O)Nc1ccccc1Sc1ccccc1	22%	0.6	-15%	-24%	0.4	12	11%	-15%

More compounds follow:
structure	EPAC1 agonist	CCT chaperon mod	PLK1 PBD inh	EPAC1 antagonist	IL-2 act	PI5P4Ka inh	EPAC2 agonist	WRN helicase inh
COc1ccc(/C=N/NC(=O)c2ccncc2)cc1CSc1nc2ccccc2s1	1%	1.4	-5%	3%	-4.5	-3	10%	11%
Clc1nc(-c2ccccc2)cc(-c2ccccc2)n1	1%	-0.4	3%	-4%	1.5	12	6%	4%
Cc1c(/C=N\NC(=O)c2cccc(F)c2)cnn1C	-4%	-1.7	-8%	-18%	-0.2	1	-3%	-2%
CCc1cc(C(=O)N(CC(C)C)c2c(N)n(Cc3ccccc3)c(=O)[nH]c2=O)sc1C	5%	-2.1	-13%	-14%	0.0	-1	-4%	-2%
Cc1cccc(NC(=O)CC2S/C(=N/c3nccs3)N(C)C2=O)c1 (configuration not stated)	-4%	-2.0	2%	3%	-1.6	1	-7%	9%
CC(=O)NC(=S)Nc1cc(C(F)(F)F)ccc1N1CCOCC1	-10%	-2.6	-9%	18%	0.0	0	-5%	-2%[57.1 µM]
Cc1cc(N)n(-c2ccccn2)n1	1%	-1.9	10%	4%	1.9	-1	2%	5%
Cc1ccc(C)c(NC(=S)N2CCN(S(C)(=O)=O)CC2)c1	-1%	-0.6	0%	-5%	-0.9	1	8%	12%
COP(=O)(OC)OC(C(=O)c1ccccc1)c1ccccc1 (configuration not stated)	2%	·	4%	3%	-0.4	3	0%	-2%
CC(NC(=O)C1CCC(=O)N1Cc1ccccc1Cl)c1ccccc1 (configuration not stated)	8%	-1.6	-5%	-3%	4.5	5	2%	-5%
O=[N+]([O-])c1cc(S(=O)(=O)N2CCCC2)ccc1SCCO	14%	2.1	-1%	-15%	-0.5	2	3%	-7%[57.1 µM]
O=C(/C=C/C=C/c1ccc2c(c1)OCO2)N1CCCCC1	-3%	-1.2	-7%	5%	1.3	1	9%	3%
CCOC(=O)C(C)Sc1nnc2n1C(C)(C)Cc1ccccc1-2 (configuration not stated)	0%	-1.0	1%	19%	-0.6	-1	4%	-10%
COc1ccc(-c2oc3ccccc3c(=O)c2OCC(=O)O)cc1	-2%	-5.8	12µM*	9%	3.1	-29	6%	5%
C/C(=N\N1C(=O)c2ccccc2NC1c1ccco1)c1ccccc1O (configuration not stated)	14%	0.9	-7%	?	-0.1	0	19%	-6%
CCCN(CC(=O)Nc1ccccc1C)C(=O)c1cc(=O)[nH]c2ccccc12	-2%	-1.6	-22%	-2%	0.0	-3	-3%	5%
COc1ccc(/C=N/NC(=O)c2cccc(NC(=O)c3ccccc3Cl)c2)cc1OC	10%	-0.3	0%	?	2.6	-5	6%	-29%
Cc1ccc(S(=O)(=O)NC2(C(F)(F)F)C(=O)Nc3c2c(=O)[nH]c(=O)n3-c2ccccc2)cc1 (configuration not stated)	-18%	-1.0	5%	8%	1.7	-1	9%	6%
O=C(C1CC(c2cccc(Br)c2)=NO1)N1CCc2ccccc2C1 (configuration not stated)	16%	1.0	-4%	-8%	-2.3	·	21%	-16%
CCOC(=O)c1c(C)n(C)c2ccc(OCC(O)CNC(CC)CO)cc12 (configuration not stated)	4%	-1.7	-2%	-6%	0.7	1	-7%	-13%
CCOC(=O)N/C(N)=N/c1nc2ccccc2s1	-6%	-0.6	-5%	3%	-1.0	-3	3%	-6%
CC(C)(C)OC(=O)NCCCCc1cn(CC(=O)N2CCN(C(=O)OC(C)(C)C)CC2)nn1	-2%	-4.2	-6%	0%	-0.1	0	-8%	4%
O=C(NCc1ccco1)C1CCN(C(=O)c2cc3sccc3n2Cc2ccc(Cl)cc2)CC1	20%	-2.5	-3%	-15%	-4.0	·	5%	-20%[57.1 µM]
O=C(OCCOc1ccccc1Cl)c1ccc(-n2cnnn2)cc1	9%	-0.2	-2%	9%	-0.2	·	4%	3%
Cn1c2ccccc2c2cnn(CC(=O)Nc3ccc(F)cc3F)c(=O)c21	-1%	-2.7	0%	1%	-1.3	3	-9%	0%

Carrying on:
structure	EPAC1 agonist	CCT chaperon mod	PLK1 PBD inh	EPAC1 antagonist	IL-2 act	PI5P4Ka inh	EPAC2 agonist	WRN helicase inh
CC[n+]1c(-c2ccc(C)cc2)csc1Nc1c(C)n(C)n(-c2ccccc2)c1=O	-7%	-1.7	-2%	5%	-0.9	-1	-6%	4%
CCN(CC)CCNC(=O)Cn1nc(-c2ccc(C)cc2)ccc1=O	3%	-1.3	-6%	4%	-2.2	·	-7%	-2%
O=C1C2C3CCC(C3)C2C(=O)N1Cc1ccco1 (configuration not stated)	30%	-0.4	2%	38%[activator]	-3.3	6	-1%	1%
COCC(=O)OC1CCn2c1nc1c2C(=O)C(C)=C(NC(C)=O)C1=O (configuration not stated)	7%	2.1	-21%	?	-0.7	-4	24%	-24%
CCOc1ccc(N2C(=O)CC(NCc3ccc(F)cc3)C2=O)cc1 (configuration not stated)	-4%	-1.9	-3%	2%	-0.4	1	7%	-14%
S=C(NC1CCCC1)NC1CC1	3%	-4.3	-5%	-4%	-1.1	4	6%	-14%
COc1ccc(-c2cc3ccccc3n2CC(O)Cn2nc(C)cc2C)cc1 (configuration not stated)	4%	1.3	-8%	-19%	-3.0	14	18%	-7%
CC(=O)NNC(=S)NC(=O)c1ccc(C)cc1	3%	-4.8	3%	3%	0.9	-3	-11%	-2%
C[C@H]1CN([C@@H](C)CO)S(=O)(=O)c2ccc(Br)cc2O[C@H]1CN(C)C(=O)Cc1ccccn1	7%	-1.6	-13%	-17%	-0.7	5	21%	1%
N#Cc1c(-c2ccccc2)nc2n(c1=O)CCS2	3%	-1.0	-7%	-22%	0.8	·	1%	6%
O=C(Nc1nc(-c2ccccc2)cs1)c1ccccc1F	13%	3.2	3%	-10%	-0.4	20	-2%	-6%
